EP2 modulator – modulators of human EP2 prostaglandin E2 receptor; induction, % at 25 µM; actives 0.83% (n = 260,000); AID 940; P43116; EP2-expressing cells, cAMP HTRF FRET, PGE2 co-stimulation;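 active = compounds whose cAMP rise, as percent of the full-agonist control response, exceeds 60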;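 also: rat C6 glioma line stably carrying human EP2 under a CMV promoter; the protocol text gives 20 µM as final concentration; 100% = response of wells given 1 µM PGE2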
PERK inhibitor – human PERK inhibition, primary cell-based screen | Q9NZJ5 | CHO PERK-DD fusion, SEAP luminescence translation reporter | inhibition, % at 5.6 µM | actives 0.17% (n = 220,000) | AID 1416;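 active = inhibition above the mean inhibition of all tested compounds plus 3 SD, set separately per screening campaign, cut at about 2.9% in these data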;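 also: PERK kinase domain activated by AP20187 dimerizer at 100 nM; 0% = DMSO with dimerizer and 100% = rapamycin at 8.4 µM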
Target sequence (Q9NZJ5 whole entry, looked up, the tested form may be a part): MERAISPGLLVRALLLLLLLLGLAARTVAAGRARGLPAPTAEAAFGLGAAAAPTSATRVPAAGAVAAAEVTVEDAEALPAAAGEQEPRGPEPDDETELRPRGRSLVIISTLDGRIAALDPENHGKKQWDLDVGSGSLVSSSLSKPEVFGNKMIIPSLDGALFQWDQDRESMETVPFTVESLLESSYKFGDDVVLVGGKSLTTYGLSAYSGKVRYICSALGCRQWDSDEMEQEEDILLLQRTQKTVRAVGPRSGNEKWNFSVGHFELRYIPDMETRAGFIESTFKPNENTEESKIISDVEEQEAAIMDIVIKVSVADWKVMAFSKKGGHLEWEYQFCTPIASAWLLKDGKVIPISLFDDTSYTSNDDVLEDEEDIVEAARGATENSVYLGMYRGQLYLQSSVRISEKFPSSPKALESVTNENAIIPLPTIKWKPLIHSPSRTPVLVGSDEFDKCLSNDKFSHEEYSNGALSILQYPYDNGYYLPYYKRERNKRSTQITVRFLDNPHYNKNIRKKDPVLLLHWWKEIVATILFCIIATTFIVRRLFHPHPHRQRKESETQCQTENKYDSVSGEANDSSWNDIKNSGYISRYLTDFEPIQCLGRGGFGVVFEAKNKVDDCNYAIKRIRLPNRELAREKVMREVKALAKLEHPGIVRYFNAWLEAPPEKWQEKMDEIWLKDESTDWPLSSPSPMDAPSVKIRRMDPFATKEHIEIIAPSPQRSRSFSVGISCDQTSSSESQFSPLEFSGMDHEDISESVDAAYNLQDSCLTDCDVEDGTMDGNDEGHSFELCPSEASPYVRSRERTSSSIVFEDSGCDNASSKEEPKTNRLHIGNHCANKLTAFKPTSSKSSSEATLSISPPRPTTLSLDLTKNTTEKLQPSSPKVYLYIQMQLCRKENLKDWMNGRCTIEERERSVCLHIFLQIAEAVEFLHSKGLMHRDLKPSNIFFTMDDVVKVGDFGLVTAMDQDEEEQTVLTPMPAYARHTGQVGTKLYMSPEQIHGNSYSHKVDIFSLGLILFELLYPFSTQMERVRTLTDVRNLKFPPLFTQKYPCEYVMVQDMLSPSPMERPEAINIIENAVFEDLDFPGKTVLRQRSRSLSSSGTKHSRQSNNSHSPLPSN
EP2 antag – blocks the human prostaglandin E2 receptor EP2; P43116; C6 glioma cells expressing human EP2, cAMP TR-FRET; cells stimulated with saturating PGE2; inhibition, % at 25 µM; actives 0.52% (n = 260,000);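 active = percent inhibition above 40 after rounding to a whole number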;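 also: rat C6 glioma host cells with rolipram phosphodiesterase inhibitor present; the protocol text gives 20 µM as final concentration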
RBBP9 inh – inhibitors of human serine hydrolase RBBP9. inhibition, % at 7.94 µM. actives 0.2% (n = 220,000). recombinant RBBP9, FP-Rh probe fluorescence polarization. AID 1515;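 active = inhibition above the campaign mean of all tested compounds plus 3 SD, cut at about 14% in these data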;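 also: plate controls were DMSO wells with RBBP9 for no effect and wells lacking RBBP9 protein for full effect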
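System: RBBP9 protein / Buffer or medium: Tris/NaCl buffer pH 8.0 with 0.1% Pluronic / Probe or stimulus: Serine-hydrolase probe FP-Rh, 375 nM pre-mixing / Dosing: 7.94 µM single dose, 0.794% DMSO / Times: enzyme-compound preincubation 30 min, then probe labeling 45 min, 25 °C / Technique: fluorescence polarization (mP), excitation 525 nm, emission 598 nm / Replication: singlicate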
Hck-Nef inh – human Hck-Nef kinase inhibition. actives 0.68% (n = 220,000). Recombinant Hck-YEEI plus Nef, Z-Lyte FRET kinase assay. inhibition, % at 20 µM;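 active = Hck-Nef kinase inhibition above about 50%, limit read from the data; inactive = inhibition below that limit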;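 also: 0% = DMSO with Hck plus Nef and 100% = Hck alone without Nef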
TNF necrop inh – blocks TNF-alpha induced death of Jurkat FADD-/- cells; Jurkat FADD-/- TNF necroptosis rescue, ATP luminescence, 24 h; 0 = TNF only, 100 = no-TNF cells; activation (protection from cell death), % at 10 µM; actives 0.068% (n = 220,000);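 active = activation, meaning protection from cell death, of at least 50% relative to plate controls; inactive = activation below 50%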;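 also: necroptosis triggered by 40 ng/mL TNF-alpha added together with compound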
Runt-CBFb FRET – blocks binding of human RUNX1 Runt domain to CBFb. Cerulean-Runt/Venus-CBFb FRET ratio 530/480, 1 h. Q01196+Q13951. inhibition, % at 20 µM. AID 1496. actives 0.46% (n = 220,000);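 active = inhibition over about 50% at 20 µM in the single-dose screen, limit read from the data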;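 also: 0% = DMSO wells and 100% = excess unlabeled CBFb competitor control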
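Assay system: Cerulean-Runt domain / Medium: Tris 50 mM pH 7.5, KCl, K2SO4, 0.01% BSA / Timing: protein complex preformed 1 h, compound exposure 1 h, room temperature, dark / Measured by: FRET, excitation 422 nm, emission at 530 and 480 nm / Evaluation: loss of energy transfer signal / Control set: 5 µM unlabeled CBFb as full-inhibition high control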
zVAD death inh – blocks zVAD induced death of L929 cells; L929 zVAD necroptosis rescue, ATP luminescence, 24 h; with zVAD 60 µM; viability rescue, % at 10 µM; actives 0.38% (n = 220,000);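 active = activation, scaled between plate controls, above about 75%, limit read from the data; inactive = activation under that limit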;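 also: 0% = zVAD with DMSO and 100% = DMSO alone without zVAD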
Runt-SMMHC FRET – Runt domain-CBFb-SMMHC interaction inhibition; Cerulean-Runt/Venus-CBFb-SMMHC FRET ratio 530/480, 1 h; inhibition, % at 20 µM; actives 0.74% (n = 220,000); AID 1434;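 active = mean inhibition across duplicate retests at 20 µM reaching about 50%, limit read from the data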;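 also: 0% = DMSO wells and 100% = wells with excess untagged CBFb-SMMHC; inhibitors lower the FRET ratio by blocking Runt binding to CBFb-SMMHC; some results filed as inactive read as strong as hits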
Numbers without * were called inactive; · = no result given; & = joins results of further samples.

SMILES	EP2 modulator	PERK inhibitor	EP2 antag	RBBP9 inh	Hck-Nef inh	TNF necrop inh	Runt-CBFb FRET	zVAD death inh	Runt-SMMHC FRET
N#Cc1c(NCCN)nc(NCc2ccccc2)c2c1CCN(Cc1ccccc1)C2	·	-1.5	6	-7	5	-0.3	27	5.3	·
O=C(NCCCN1CCOCC1)c1ccccc1NS(=O)(=O)c1ccc(F)cc1	3	0.2	5	-5	-16	0.6	0	1.1	1
O=C(N/N=C/c1ccccc1F)NC1CCCCC1	54	0.0	3	-12	1	1.3	0	1.4	-1
C=C(C)Cn1c(CCNC(=O)C(C)C)nc2ccccc21	7	-0.5	10	1	13	-0.5	-2	-0.3	-2
CS(=O)(=O)Nc1ccc(C(=O)N2CCN(c3ccccc3F)CC2)cc1	23	2.6	6	-4	2	-2.4	4	-0.7	-4
CCOc1ccccc1C(=O)N1CCC(C(=O)c2ccc(F)cc2)CC1	-12	-0.7	8	-6	13	-0.5	-2	0.4	5
Cc1cc(C)c(S(C)(=O)=O)c(Oc2ccccc2C)n1	3	-0.7	6	0	-1	-3.0	0	1.1	-3
CCCn1c(Sc2nnnn2-c2ccccc2)n[nH]c1=O	0	0.8	8	4	2	-7.4	-1	-0.3	3
COc1ccc(NC(=O)Cn2c3ccccc3c3nc4n(c(=O)c32)CCS4)cc1	19	-0.2	6	-6	-5	-0.1	0	2.0	0
Cn1cc(S(=O)(=O)N2CCC(Cc3ccccc3)CC2)c(=O)n(C)c1=O	-28	1.4	12	-5	1	-0.9	0	0.2	0
Clc1ccc(-c2csc3ncnc(N4CCc5ccccc5C4)c23)cc1	45	0.0	0	-3	1	2.7	-2	1.2	-1
CCOC(CNC(=O)c1nnc(Cc2cc(OC)c(OC)c(OC)c2)o1)OCC	1	-0.9	6	-14	-19	-0.4	0	0.5	-3
COc1ccc(N(CN2C(=O)C3CC=CCC3C2=O)C(=O)c2ccco2)cc1 (stereo unspecified)	7	-0.4	2	-3	-2	-3.3	1	-0.2	2
CCN=c1sc(C(=O)OC)cc(=O)n1CC	22	0.0	8	-8	-23	-0.1	-1	-0.4	-3
COc1cccc(NC(=O)Cn2c3ccccc3c3nc4n(c(=O)c32)CCS4)c1	-37	-0.1	8	-6	15	-0.3	0	-0.3	-6
CCC(C)n1cnc2c(c1=O)c1nc3ccccc3nc1n2-c1ccc2c(c1)OCCO2 (stereo unspecified)	6	-0.8	·	-8	2	-3.3	3	-0.3	-18
O=C(CCc1ccccc1)Nc1ccccc1F	-11	0.0	8	4	-1	3.2	0	-0.1	-2
COc1ccc(NS(=O)(=O)c2cc(NC(=O)c3cc(=O)c4ccccc4o3)ccc2OC)cc1	-46	1.2	12	3	2	-2.5	0	-0.4	-2
CN(CCOc1cccc(C(F)(F)F)c1)Cc1ccccc1	23	-0.2	8	0	-7	-0.6	-2	0.7	0
C=C(C)CNC(=S)NNC(=O)CCn1c2ccc(Cl)cc2c2cc(Cl)ccc21	-4	0.6	11	-16	5	1.3	2	-0.1	1
CN(C(=O)C1CCOC1)c1nnc(-c2cnccn2)s1 (stereo unspecified)	19	0.2	17	-5	0	-0.2	-2	-0.3	-6
CC(=O)n1cc([C@H]2C=C(C(=O)N3CCN(Cc4ccccc4)CC3)O[C@@H](OCCCCO)C2)c2ccccc21	-7	0.6	18	-13	-15	-1.3	0	-0.3	-4
O=C(COC(=O)CCCNC(=O)c1ccc(Cl)cc1)NCc1ccccc1Cl	-51	0.3	·	0	2	-1.0	-1	-0.2	1
O=C(COC(=O)Cc1ccc(F)cc1)NCc1ccco1	10	0.4	5	-10	16	0.9	0	0.6	0
COc1cc(OC)cc(C(=O)NCc2n[nH]c(=S)n2-c2ccccc2OC)c1	19	0.9	-1	-3	-4	-2.0	8	-0.8	8
CCN(CC)c1ccc(/C=N/NC(=S)NCc2ccccc2)c(O)c1	-11	-0.4	7	-2	0	1.1	14	1.6	33
CCN(CC(=O)NCc1cccs1)C(=O)c1ccc(S(=O)(=O)N(C)C)cc1	6	0.6	6	-6	1	-0.8	-1	0.6	1
Cc1ccccc1C(=O)NNC(=S)NC(=O)COc1ccccc1	-44	0.8	14	4	-2	-3.7	32	-0.9	27
Cc1ccc(-n2nnnc2SCC(=O)Nc2cccnc2Cl)cc1	-12	0.1	3	-11	1	0.5	-3	-0.2	4
Cc1ccc(S(=O)(=O)c2cc(N3CCOCC3)nc(-c3ccccc3)n2)cc1	39	-0.1	·	0	0	-0.8	·	0.2	1
N#Cc1c(-c2ccco2)ccn(Cc2cccc(F)c2)c1=O	-8	0.5	9	-2	25	1.1	-1	0.1	-9
O=c1[nH]c(-c2ccc(F)cc2)nc2c1sc(=S)n2-c1ccccc1	-2	0.7	15	-8	1	-0.2	-1	-0.2	3
O=S(=O)(O)c1nc2ccccc2[nH]1	-13	0.0	7	-1	17	2.6	0	1.6	-5
C=C1CSc2nc(=O)c3c4c(sc3n21)CCCC4	-10	-0.8	15	-6	1	-0.3	0	0.1	0
Cc1c(C(=O)c2no[n+]([O-])c2C(=O)c2cnn(C)c2C)cnn1C	-20	-0.5	11	-11	1	-18	36	-0.6	29
COc1ccc(NC(=O)c2ccc(-n3c(C)ccc3C)cc2)c(OC)c1	-6	0.8	6	-5	19	-1.2	0	-0.1	-2
COc1ccc(C)cc1NC(=O)c1cc2c(s1)CCC2	1	0.3	8	-2	1	2.6	0	1.2	-1
Cc1ccccc1-c1nnn(CC(=O)N2CCN(S(=O)(=O)c3ccc(Cl)cc3)CC2)n1	1	0.6	9	-6	11	-0.7	2	0.0	-2
O=C(CCCOc1ccc(Cl)cc1Cl)NCCCO	-3	1.2	12	3	-3	0.6	-1	2.3	-2
O=C(CSc1nnc(-c2cccs2)n1-c1ccccc1)NCc1ccco1	18	-0.2	10	5	-1	-0.8	3	-0.1	2
Clc1ccc(C2=Nn3c(nnc3-c3cccs3)SC2)cc1	13	1.1	6	-6	6	-1.8	-2	-0.8	0
Cc1sc2cc3c(c(C(=O)c4ccccc4)[n+]2c1C)-c1cccc2cccc-3c12	-38	-1.1	17	-4	-8	0.2	-2	2.5	4
Cc1ccc(S(=O)(=O)N2CCN(S(=O)(=O)N3CCOCC3)CC2)cc1C	-6	1.0	-1	1	2	0.7	-1	0.1	2
CC(=O)Nc1cccc(Cn2cccn2)c1	14	1.3	9	6	1	-1.6	0	0.6	-3
Cc1ccc(Sc2ncccc2NC(=O)c2ccccc2Cl)cc1	-16	0.4	7	-3	10	2.6	-1	-0.1	1
COc1cc(N2CN=c3s/c(=C\c4ccccn4)c(=O)n3C2)cc(OC)c1OC	-12	0.4	10	-9	7	1.2	1	3.3	-6
COc1cc(OC)c(C2C(C#N)=C(N)OC3=C2C(=O)CC(C)(C)C3)cc1OC (stereo unspecified)	18	0.4	10	0	0	-1.5	3	0.2	-1
NS(=O)(=O)c1ccc(CCNCc2cccs2)cc1	-3	-0.1	-1	-4	20	0.0	1	0.5	-5
COc1ccc([N+](=O)[O-])cc1NC(=O)Cc1ccc(C)cc1	-24	0.1	10	-2	3	1.1	2	-0.2	-8
O=C(Oc1ccc(-c2cn3c(n2)SCC3)cc1)c1ccccc1	-40	1.2	5	3	1	-3.5	0	0.0	-4
Cc1ccc(C(C(=O)NC2CCCCC2)N(Cc2ccco2)C(=O)Cn2cnc3ccccc32)cc1 (stereo unspecified)	33	-0.1	20	-6	6	-0.6	-4	-1.2	-2
COc1ccc(C(=O)Nc2sc(C)c(C)c2CN2CCOCC2)cc1	39	0.0	8	4	8	0.4	-5	1.0	-6
COc1ccc(N2Cc3cccc(C(=O)NC(C)CCc4ccco4)c3C2=O)cc1 (stereo unspecified)	32	-0.1	6	-9	11	0.0	3	0.8	-8
Cc1nc(Cl)c(C(=O)NCCC(C)C)c(C)c1[N+](=O)[O-]	3	0.0	4	-8	1	2.8	1	0.2	1
COC(=O)c1scc2c(Oc3ccccc3)cc(C(F)(F)F)nc12	-13	0.0	8	6	4	-7.1	2	-0.9	2
COc1ccc(/C(N)=N/OC(=O)Cc2ccc(C)cc2)cc1OC	-1	0.5	8	2	0	2.1	-10	1.0	-4
COc1ccc(OCCSc2nnc(Cc3cccc4ccccc34)n2N)cc1	-34	0.4	13	-7	-8	0.9	-5	0.5	2
Cc1cc(NC(=O)c2ccco2)ccc1NC(=O)Cc1cccs1	-30&18	0.3	7&10	-10	-10	1.4	-4	·	-1
COc1cccc(NS(=O)(=O)c2ccc3c(c2)C2C=CCC2C(c2ccc(C(=O)O)cc2)N3)c1 (stereo unspecified)	24	0.8	8	-1	44	0.6	-17	1.9	-87
CN(CC1COCCO1)c1nc2nonc2nc1N1CCSCC1 (stereo unspecified)	-3	-0.6	3	3	11	0.4	-1	-0.4	-3
Next part.
SMILES	EP2 modulator	PERK inhibitor	EP2 antag	RBBP9 inh	Hck-Nef inh	TNF necrop inh	Runt-CBFb FRET	zVAD death inh	Runt-SMMHC FRET
c1ccc(CNn2c(N3CCOCC3)nc3ccccc32)cc1	-9	0.4	17	0	1	-0.4	-4	0.5	6
CCCc1cc(=O)[nH]c(SCC(=O)N2CCN(S(=O)(=O)c3ccc(C)cc3C)CC2)n1	16	0.8	8	-13	3	1.2	-2	0.4	3
NNc1nnc2c3cc(F)ccc3n(Cc3ccccc3)c2n1	6	-0.4	6	20*	21	-3.6	1	1.3	3
CC(=O)N1CCN(S(=O)(=O)c2ccc(C)cc2)C1c1ccc(N(C)C)cc1 (stereo unspecified)	11	-0.1	2	-5	1	-0.1	0	-0.4	0
COc1ccccc1C(=O)Nc1nc2nc(-c3ccccc3)cc(=O)n2[nH]1	6	1.1	9	3	5	0.9	-1	0.0	-6
O=C(O)c1ccc(S(=O)(=O)Nc2ccc(F)c(Cl)c2)cc1	22	-0.7	10	-7	-2	-2.4	-1	-0.2	-4
Cc1ccc(N(C(=O)Cn2nnc(-c3ccc(F)cc3)n2)C(CC(C)C)C(=O)NCC2CCCO2)cc1 (stereo unspecified)	42	-0.3	10	-5	0	-4.4	-8	-0.1	-1
CCOC(=O)c1cnc(COc2ccccc2Cl)[nH]c1=O	6	-1.3	10	0	12	1.1	-1	0.1	3
C=CCSc1nnc(-c2nnc(SCC=C)n2-c2ccccc2)n1-c1ccccc1	16	-0.5	19	-3	0	-0.4	·	0.3	0
COc1cccc(OCCN2CCN(c3ncnc4c3cnn4-c3ccccc3)CC2)c1	-40	-0.6	3	-10	2	-0.1	-4	0.7	0

Compound activity (PubChem BioAssay)

An excerpt, so the mix of outcomes need not match the whole.
